# Screening data from PubChem BioAssay.
# 14-3-3 Bad PPI: disrupts binding of bovine 14-3-3 zeta to phospho-Bad peptide; P63103; TR-FRET 14-3-3zeta/Dy647-pBad peptide displacement, 1 h; AID 781; hit rate 0.71% among 220,000; inhibition, % at 21.7 µM;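 active means inhibition above about 70%, limit read from the data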;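 further: 0% = full 14-3-3 plus peptide FRET controls and 100% = background without 14-3-3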
# Target sequence (P63103 whole entry, looked up): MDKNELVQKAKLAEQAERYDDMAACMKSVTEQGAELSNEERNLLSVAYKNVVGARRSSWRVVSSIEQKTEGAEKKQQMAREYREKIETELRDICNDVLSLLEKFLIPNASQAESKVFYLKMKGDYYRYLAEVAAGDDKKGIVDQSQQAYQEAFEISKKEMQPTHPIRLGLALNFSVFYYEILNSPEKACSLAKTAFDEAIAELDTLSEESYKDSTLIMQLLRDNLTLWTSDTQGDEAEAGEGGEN
# PPC-1+TRAIL kill: compounds killing PPC-1 cancer cells with TRAIL present (potentiator screen, no TRAIL-free arm) | cell killing (% activity), % at 4 µM | hit rate 0.41% among 220,000 | PPC-1 cells + TRAIL, ATPLite viability luminescence;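 active means cell killing above 50% in the first pass at 4 µM, then a duplicate retest at 5 µM averaging 50% or more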;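 further: plate controls were cells with TRAIL plus DMSO for no effect and medium-only wells lacking cells for full effect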
# NPY1 pot ag: human NPY-Y1 potentiation or agonism, primary screen; P25929; NPY-Y1 expressing cells, potentiator/agonist activation; activation, % at 3.6 µM; hit rate 0.37% among 220,000; AID 1304; in the data active means activation above about 33%, passing the limit was not always enough;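 further: cells stimulated with NPY at EC10 then isoproterenol at EC100; 0% = low agonist plus stimulus and 100% = saturating agonist plus stimulus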
# Target sequence (P25929 whole entry, looked up): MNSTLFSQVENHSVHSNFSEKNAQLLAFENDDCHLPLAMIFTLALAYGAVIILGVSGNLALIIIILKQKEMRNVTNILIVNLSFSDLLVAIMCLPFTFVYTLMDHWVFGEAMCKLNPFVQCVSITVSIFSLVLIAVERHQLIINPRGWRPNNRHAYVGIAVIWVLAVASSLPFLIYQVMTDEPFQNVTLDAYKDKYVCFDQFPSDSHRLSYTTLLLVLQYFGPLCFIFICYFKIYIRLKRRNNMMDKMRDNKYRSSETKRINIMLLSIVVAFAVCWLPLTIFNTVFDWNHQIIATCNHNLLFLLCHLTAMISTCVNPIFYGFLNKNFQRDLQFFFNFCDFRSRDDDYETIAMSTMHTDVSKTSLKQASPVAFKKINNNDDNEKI
# EP2 antag: EP2 receptor (human) inhibition. P43116. C6 glioma cells expressing human EP2, cAMP TR-FRET; cells stimulated with saturating PGE2. inhibition, % at 25 µM. hit rate 0.52% among 260,000. AID 1422;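 active means percent inhibition above 40 after rounding to a whole number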;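 further: rat C6 glioma host cells with rolipram phosphodiesterase inhibitor present; the protocol text gives 20 µM as final concentration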
# Target sequence (P43116 whole entry, looked up): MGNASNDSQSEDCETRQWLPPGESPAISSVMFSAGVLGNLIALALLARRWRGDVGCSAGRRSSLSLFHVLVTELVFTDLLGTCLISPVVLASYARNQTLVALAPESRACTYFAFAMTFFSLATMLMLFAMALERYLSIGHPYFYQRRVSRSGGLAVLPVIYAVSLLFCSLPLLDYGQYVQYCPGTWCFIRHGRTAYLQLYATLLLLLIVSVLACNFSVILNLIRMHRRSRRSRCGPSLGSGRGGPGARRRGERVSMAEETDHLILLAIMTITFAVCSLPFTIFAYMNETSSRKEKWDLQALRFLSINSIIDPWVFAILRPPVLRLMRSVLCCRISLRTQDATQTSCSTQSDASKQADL
# TRPML3 ag: agonists of human TRPML3 channel. hit rate 0.29% among 220,000. Q8TDD5. HEK293 TRPML3-YFP, Fluo-8 calcium fluorescence; 100% = the carbachol control signal. AID 1448. activation, % at 3 µM;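 active means activation above its plate's cutoff, the mean activation of the plate's test wells plus 3 SD, cut at about 12% in these data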;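 further: 0% = DMSO only wells and 100% = carbachol wells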
#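 Test system: HEK293 cells stably carrying human TRPML3-YFP; Doses: single dose, 3 µM final nominal compound, 0.3% DMSO final; Schedule: dye loading 1 h 37 °C then 30 min ambient, 125 s read; Technique: Fluo-8 calcium fluorescence; Benchmarks: high control carbachol 87 µM, low control DMSO.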
# CHOP inh: CHOP inhibition in unfolded protein response; CHO-K1 CHOP-promoter luciferase, tunicamycin-induced, 15-18 h; inhibition, % at 10 µM; hit rate 3.8% among 220,000; AID 2732;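 active means compounds that reduced the stress-induced luciferase reporter signal by more than about 70% of percent inhibition, limit read from the data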;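 further: 0% = tunicamycin plus vehicle and 100% = wells without tunicamycin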
# EP2 mod: modulates human prostaglandin E2 receptor EP2 signaling; P43116; EP2-expressing cells, cAMP HTRF FRET, PGE2 co-stimulation; induction, % at 25 µM; hit rate 0.83% among 260,000; AID 940;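 active means compounds whose cAMP rise, as percent of the full-agonist control response, exceeds 60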;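 further: rat C6 glioma line stably carrying human EP2 under a CMV promoter; the protocol text gives 20 µM as final concentration; 100% = response of wells given 1 µM PGE2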
# zfTRPN1 agonist: activates the zebrafish TRPN1 channel; HEK293 zebrafish TRPN1-YFP, Fluo-8 calcium fluorescence; 100% = response to 87 µM carbachol; activation, % at 3 µM; hit rate 0.18% among 220,000; AID 1424;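 active means activation above its plate's cutoff, the mean activation of test wells on that plate plus 3 SD, cut at about 19% in these data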;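 further: 0% = DMSO alone and 100% = 87 µM carbachol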
#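 Control set: carbachol 87 µM as high control, DMSO as low control; system: HEK293 stable line with zebrafish TRPN1-YFP; read-out: % activation versus carbachol response; detection: intracellular calcium fluorescence with Fluo-8; doses: single test compound dose, 3 µM nominal, 0.3% DMSO; schedule: dye 1 h 37 °C plus 30 min RT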
# NPY Y1 blocker: antagonists of human neuropeptide Y receptor Y1; hit rate 1% among 200,000; AID 1040; HEK293-CNG Y1 cells, membrane potential fluorescence; NPY at EC95, then isoproterenol; P25929; inhibition, % at 3.6 µM;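 active means inhibition above the campaign mean inhibition of all tested compounds plus 3 SD, cut at about 20% in these data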;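 further: 0% = DMSO wells given NPY plus isoproterenol and 100% = isoproterenol alone without NPY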
#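 material = HEK293 cells with Y1 receptor plus CNG channel | also added = NPY 25 nM then isoproterenol 1 µM plus Ro 20-1724 25 µM | schedule = dye 3 h, compound 60 min room temperature, stimulation 45 min | measured by = membrane potential fluorescence | benchmarks = high control isoproterenol alone, low control NPY with isoproterenol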
# * marks the source's active call; other numbers are inactive results; nt = no result given; & = joins results of further samples; [ ] = another dose, or the depositor's remark.
No.	Molecule	14-3-3 Bad PPI	PPC-1+TRAIL kill	NPY1 pot ag	EP2 antag	TRPML3 ag
1	Cc1cccc(N=Nc2cn[nH]c2-c2ccco2)c1	-13	-8	-1	14	0.1
2	O=C1c2ccccc2-c2c1cccc2C(=O)N1CCN(C(=O)c2ccco2)CC1	-4	-1	-11	8	0.0
3	Cc1cc(Cl)c(OCCCn2cncn2)c(Br)c1	-1	9	-6	11	-0.4
4	C=CCn1c(=N)n(CC(=O)c2cccc([N+](=O)[O-])c2)c2ccccc21	-3	10	6	8	1.0
5	O=C(Nc1cccc2ncccc12)c1cccnc1	4	13	12	13	0.2
6	Nc1nc(SCC(=O)N2CCCC2)[nH]c(=O)c1NC(=O)c1cccs1	-9	9	6	9	0.6
7	O=S1(=O)CC(O)C(Nc2ccc(Cl)cc2)C1 (configuration not stated)	6	19	-32	9	0.7
8	COc1ccc(-n2cnnc2SCC(=O)Nc2cc(C)on2)cc1	-5	23	0	6	0.6
9	Clc1ccc(-c2noc(CN3CCCC3)n2)cc1	3	10	11	13	0.5
10	O=C1C(=C(O)c2ccccc2)C(=O)c2ccccc21	43	5	-18	nt	0.6

No.	CHOP inh	EP2 mod	zfTRPN1 agonist	NPY Y1 blocker
1	47	15	-1.8	0
2	-20	-16	1.2	6
3	29	-11	-2.3	2
4	27	-27	-1.9	2
5	8	3	1.1	-7
6	15	7	1.8	nt
7	-4	-6	2.1	3
8	22	-19	0.3	0
9	-4	4	-0.2	7
10	26	-6	1.4	-1

# Continued.
No.	Molecule	14-3-3 Bad PPI	PPC-1+TRAIL kill	NPY1 pot ag	EP2 antag	TRPML3 ag
11	N#Cc1cccc(NC(=O)N2CCC(c3nc4c(nnn4Cc4cccc(Cl)c4)c(=O)[nH]3)CC2)c1	21	19	-15	11	-0.7
12	CCOC(=O)C1(Cc2ccccc2C(F)(F)F)CCN(CCCn2cccn2)CC1	-2	9	-6	13	0.9
13	Cc1ccccc1-c1nnc(SCC(=O)NCc2ccc3c(c2)OCO3)n1C	-21[fluorescence artefact?]	-20	-14	18	-0.5
14	CN(C)C(=O)CSCc1c(Cl)cccc1Cl	6	-9	-9	11	0.1
15	CC(C)=CCCC(C)N(C=O)C(C)CCC=C(C)C (configuration not stated)	nt	nt	8	6	0.4
16	C=CCSc1nnc(-c2sc(-c3ccccc3)nc2C)n1C	-10	5	4	3	0.6
17	CC(=O)Nc1ccc(OCCOc2ccc([N+](=O)[O-])cc2)cc1	2	6	-13	6	0.7
18	CC(C)(C)NS(=O)(=O)c1ccc(NC(=O)c2cc(-c3ccccc3)nc3ccccc23)cc1	16	18	-14	10	0.2
19	CNc1ccc(Oc2nc([N+](=O)[O-])nn2C)cc1	-14	0	12	4	1.2
20	Cc1ccc(Cn2c(SCC(C)C)nc3c2c(=O)[nH]c(=O)n3C)cc1	28[fluorescence artefact?]	-14	-10	7	0.1

No.	CHOP inh	EP2 mod	zfTRPN1 agonist	NPY Y1 blocker
11	3	14	1.5	2
12	-12	-56	2.0	9
13	-3	7	-1.1	1
14	3	2	0.3	-2
15	nt	nt	-0.6	-7
16	12	0	0.1	6
17	-9	-33	0.7	nt
18	50	-29	0.6	2
19	4	15	-0.7	5
20	68	42	1.1	-3

# Further results:
No.	Molecule	14-3-3 Bad PPI	PPC-1+TRAIL kill	NPY1 pot ag	EP2 antag	TRPML3 ag
21	COc1ccc(CCNC(=O)C(=O)NCc2ccccn2)cc1	6	12	-14	4	-0.7
22	CC(=O)c1ccc(NC(=O)/C=C/c2ccc(C)cc2)cc1	5	4	-11	5	0.6
23	c1ccc(CN2CCN(CCCNc3ccc4nnc(-c5ccccc5)n4n3)CC2)cc1	-2	11	-13	9	0.5
24	Cc1ccc(CNC(=O)C2CC(c3ccccc3C(F)(F)F)=NO2)cc1 (configuration not stated)	-5	-25	nt	8	nt
25	O=C(Cc1cccs1)Nc1ccc(S(=O)(=O)N2CCCCC2)cc1	1	0	-1	11	0.3
26	CC1CC(C)(C)NC(=S)N1CC(=O)NCc1ccc(Cl)cc1 (configuration not stated)	-14[fluorescence artefact?]	-4	0	7	0.2
27	COc1ccc(C2CC(c3ccc(Cl)cc3Cl)Nc3nc(N)nn32)cc1 (configuration not stated)	5	15	5	6	1.2
28	CCn1c(CSc2nc3ccccc3s2)nnc1SCC(N)=O	-3	5	14	6	-0.7
29	CCN(CC)C(=S)NC(=O)c1cccnc1	-13	8	2	9	0.4
30	O=C(c1ccc(Cl)cc1)c1ccc(OCC(O)CN2CCOCC2)cc1 (configuration not stated)	-1	13	3	20	0.2

No.	CHOP inh	EP2 mod	zfTRPN1 agonist	NPY Y1 blocker
21	-4	13	0.5	-5
22	19	-19	2.0	-1
23	-11	2	0.8	7
24	16	-20	nt	nt
25	1	-7	0.7	2
26	-15	1	1.1	3
27	-2	-6	5.7	1
28	5	2	0.1	2
29	-5	4	0.0	-4
30	38	-7	2.9	2

# Next structures follow.
No.	Molecule	14-3-3 Bad PPI	PPC-1+TRAIL kill	NPY1 pot ag	EP2 antag	TRPML3 ag
31	COc1ccc(NC(=O)c2ccccc2-c2ccccc2)c(C)c1	-2	35	-12	6	0.2
32	COC(=O)c1cccnc1-n1c(=O)c2cccnc2n(Cc2ccc(Cl)cc2)c1=O	-5	-8	-27	7	0.8
33	CC1(CC(=O)Nc2ccccc2)NC(=S)N(c2ccccc2)N1 (configuration not stated)	-3	2	8	23	1.0
34	COc1ccc(NC(=O)Cc2ccc(C)c(C)c2)cc1Cl	-2	-2	-22	6	0.2
35	C/C(Cl)=C\C[N+](C)(C)CC(=O)OCCc1ccccc1	0	2	19	4	0.9
36	O=C(O)C1=C[C@@H](c2ccc(Br)cc2)C[C@@H](OCc2ccc(CO)cc2)O1	3	3	15	22	0.0
37	O=C(CCn1cccc1)Nc1ccc(F)cc1	-9[fluorescence artefact?]	-14	11	8	0.3
38	CN(Cc1cccc2ccccc12)C(=O)c1cc(COc2c(F)cccc2F)on1	-2	-4	-15	2	1.1
39	O=C(Nc1cccc(F)c1)NC1(C(=O)N2CCOCC2)CCCCC1	-6	6	13	5	0.4
40	Cc1cc([N+](=O)[O-])nn1CC(=O)N1N=C(C(F)F)CC1(O)C(F)F (configuration not stated)	-2[fluorescence artefact?]	-6	6	7	0.7

No.	CHOP inh	EP2 mod	zfTRPN1 agonist	NPY Y1 blocker
31	13	32	-0.6	2
32	33	18	1.7	5
33	1	-16	1.6	-4
34	4	11	-0.2	4
35	-16	3	1.4	nt
36	41	4	0.7	-4
37	30	6	0.2	5
38	14	-7	-0.9	10
39	0	-13	0.7	0
40	19	-2	-0.1	-1

# Entries of single compounds, quoted from the list. Values in the order: 14-3-3 Bad PPI | PPC-1+TRAIL kill | NPY1 pot ag | EP2 antag | TRPML3 ag | CHOP inh | EP2 mod | zfTRPN1 agonist | NPY Y1 blocker
# Results for COc1ccc(NC(=O)Cc2ccc(C)c(C)c2)cc1Cl = -2 | -2 | -22 | 6 | 0.2 | 4 | 11 | -0.2 | 4
# Results for O=C(CCn1cccc1)Nc1ccc(F)cc1 = -9[fluorescence artefact?] | -14 | 11 | 8 | 0.3 | 30 | 6 | 0.2 | 5

# (continued)
No.	Molecule	14-3-3 Bad PPI	PPC-1+TRAIL kill	NPY1 pot ag	EP2 antag	TRPML3 ag
41	CCOC(=O)CC(=O)Nc1nc2ccccc2s1	0	16	0	11	0.8
42	CC(C)C(=O)NCCSc1c[nH]c2ccccc12	5	12	1	13	0.4
43	Cc1ccc2occ(C3NC(C(=O)O)CS3)c(=O)c2c1 (configuration not stated)	-15[fluorescence artefact?]	40	-4	4	0.7
44	CC(CCCC(C)(C)O)NCc1cn[nH]c1-c1ccc2c(c1)OCO2 (configuration not stated)	-1	-3	-28	5	0.9
45	CCCCC1C(=O)CC[C@H]2[C@@H]1CC(=O)[C@@H]2C/C=C\CCCC(=O)O (some centres not stated)	-11[fluorescence artefact?]	3	-3	14	0.4
46	Cc1cccc(Cl)c1NC(=S)N1CCN(c2ccc([N+](=O)[O-])cn2)CC1	-2	-2	4	10	1.0
47	O=C(CSc1nc2ncc(Br)cc2[nH]1)Nc1ccc2c(c1)OCO2	5	-18	-41	15	-0.6
48	CCN(CC)c1ccc(NC(=O)CCCCCN2C(=O)c3ccccc3C2=O)cc1	17	-5	-3	14	-0.2
49	O=C(O)C[C@@H](O)C(=O)O	4	2	8	16	0.6
50	Cn1c(SCC(=O)N2CCCc3ccccc32)nnc1-c1c[nH]c2ccccc12	53	-12	21	10	-0.3

No.	CHOP inh	EP2 mod	zfTRPN1 agonist	NPY Y1 blocker
41	-12	4	0.3	-1
42	6	10	-0.8	4
43	12	10	0.5	1
44	11	-2	0.0	-2
45	-19	80*	2.6	0
46	-9	-19	3.0	nt
47	41	-7	-0.2	6
48	21	-64	1.1	-2
49	15	35	0.6	-2
50	40	2	-0.2	0

# (cont.)
No.	Molecule	14-3-3 Bad PPI	PPC-1+TRAIL kill	NPY1 pot ag	EP2 antag	TRPML3 ag
51	CCCCNCc1cc(Cl)c(OCCC)c(OCC)c1	15	8	-18	8	1.0
52	CCOC(=O)c1c(-c2ccccc2Cl)cn2ccccc12	6	10	-24	5	-1.0
53	CCSCC1COC(c2cccn2Cc2ccc(C)cc2)=N1 (configuration not stated)	-1	-14	4	9	-0.2
54	O=C(COC(=O)c1ccc(S(=O)(=O)N2CCCC2)cc1)NCc1ccc(F)cc1	0	10	9	15	0.6
55	Cn1c2ccccc2c(=O)c2c(=O)n(Cc3ccco3)c(COc3ccccc3)nc21	40	-5	-30	8	-0.4
56	COc1ccc(C2=Nc3ccccc3OC2)cc1	-11	9	-6	34	0.6
57	Cn1c(=O)[nH]c(=O)c2c1nc(N1CCCCCC1)n2CCOc1ccccc1	-13	nt	3	11&11	-0.1
58	COC(=O)c1[nH]c2cc(OC)ccc2c1NC(=O)CN1CCN(c2cccc(C)c2)C(C)C1 (configuration not stated)	7[fluorescence artefact?]	24	15	2	0.0
59	COC(=O)C1=C(C)NC(=O)NC1c1ccc(-c2ccc(Cl)cc2)o1 (configuration not stated)	-12	1	7	6	-0.5

No.	CHOP inh	EP2 mod	zfTRPN1 agonist	NPY Y1 blocker
51	46	21	0.1	5
52	39	54	-3.1	4
53	76*	27	-0.5	7
54	-18	-1	-0.1	-3
55	-34	19	-0.5	-2
56	52	-11	-1.2	-2
57	15	50&24	0.0	3
58	89*	-13	0.1	1
59	37	-9	1.0	-2

# Some of the compounds tested; rates above refer to the full screens.
